Compound activity (PubChem)
ssDAF-12 act = S. stercoralis DAF-12 activation, primary screen; activation, % at 6.8 µM; AID 652126; HEK293 ssDAF-12/GRIP1 lit1-tk-luc reporter, luminescence; % of 3 µM dafachronic acid response; 370,000 compounds, 1% hits;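 active = activation above the mean over all tested compounds plus 3 SD, cut at about 0.9% in these data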;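 also: 0% = DMSO-only wells and 100% = 3 µM delta7-dafachronic acid wells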
hgDAF-12 ag = agonists of H. glycines DAF-12 nuclear receptor | AID 687014 | 370,000 compounds, 1.8% hits | HEK293 GAL4-hgDAF12 UAS-luciferase reporter, agonist luminescence; normalized to butyrate control | activation, % at 6.8 µM;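 active = activation above a cutoff set at the mean of all screened compounds plus 3 SD, cut at about 10% in these data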;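 also: 0% = DMSO wells and 100% = sodium butyrate wells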
sPLA2-III inh = Blocks human group III sPLA2 activity; inhibition, % at 12.2 µM; 370,000 compounds, 0.56% hits; AID 743126; QFRET BODIPY PC-A2 liposome hydrolysis, fluorescence; Q9NZ20;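 active = inhibition above mean plus 3 SD of compounds lying within the high and low control bounds, cut at about 19% in these data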;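 also: 0% = median of test compound wells and 100% = no enzyme DMSO wells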
SMARCA2 act = increases SMARCA2 function in MMTV reporter cells. MG213 cells, MMTV-luciferase reporter, dexamethasone, overnight. activation, % at 9.1 µM. 370,000 compounds, 1% hits; in the data active = activation above about 7.8%;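 also: 0% = vehicle wells and 100% = reference activator wells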
FXN GAA850 act = activators of GAA850 frataxin (FXN) promoter | HEK293 lucGAA850 FXN promoter luciferase reporter, 24 h; percent of 10 µM SAHA response | activation, % at 6 µM | 360,000 compounds, 0.56% hits | AID 540364;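 active = activation above the average of all compounds screened plus 3 SD, cutoff fixed separately per campaign, cut at about 7.5% in these data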;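 also: 0% = DMSO wells and 100% = 10 µM SAHA wells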
hcDAF12 agonist = H. contortus DAF-12 activation, primary screen; HEK293 hcDAF-12 lit1-tk-luc reporter, luminescence; 0% DMSO, 100% Δ7-dafachronic acid; activation, % at 6.8 µM; 370,000 compounds, 1.4% hits; AID 652067;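 active = activation above the mean of all tested compounds plus 3 SD, cut at about 5.5% in these data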;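 also: 100% = response to 3 µM Δ7-dafachronic acid high control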
PLCb3 inh = inhibitors of human phospholipase C beta3; Q01970; Purified PLC-beta3, fluorogenic substrate, fluorescence; inhibition, % at 12.2 µM; 370,000 compounds, 0.18% hits; AID 720704; in the data active = inhibition above about 11%;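 also: 0% = median of compound wells on plate and 100% = full blocker control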
PG9 Ab binder = PG9 antibody binding by small molecule; TR-FRET gp120-PG9 antibody binding; inhibition, % at 6.7 µM; 360,000 compounds, 0.43% hits; AID 624416; in the data active = inhibition above about 8.5%
DAX1 inh-1 = blocks DAX1 repression of SF-1 activated StAR promoter. inhibition, % at 6.8 µM. 370,000 compounds, 1.1% hits. AID 652010. HEK293T StAR-luciferase reporter, SF-1/DAX-1 repression relief;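 active = inhibition above the mean over all tested compounds plus 3 SD, cut at about 3.6% in these data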;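 also: 0% = DAX-1 cells with DMSO and 100% = cells lacking DAX-1 with DMSO; higher inhibition means more luminescence from relief of DAX-1 repression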
Rev-erbA mod = modulators of human Rev-erb alpha DNA binding | P20393 | Rev-erbα–FITC-DNA binding, fluorescence polarization, 90 min | activity, % at 10 µM | 370,000 compounds, 0.79% hits | AID 1259318;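 active = activity above about 14%, limit read from the data; passing the limit was not always enough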;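 also: 0% = DMSO wells with 35 nM protein and 100% = DMSO wells with 750 nM protein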
Target sequence (P20393 whole entry, looked up): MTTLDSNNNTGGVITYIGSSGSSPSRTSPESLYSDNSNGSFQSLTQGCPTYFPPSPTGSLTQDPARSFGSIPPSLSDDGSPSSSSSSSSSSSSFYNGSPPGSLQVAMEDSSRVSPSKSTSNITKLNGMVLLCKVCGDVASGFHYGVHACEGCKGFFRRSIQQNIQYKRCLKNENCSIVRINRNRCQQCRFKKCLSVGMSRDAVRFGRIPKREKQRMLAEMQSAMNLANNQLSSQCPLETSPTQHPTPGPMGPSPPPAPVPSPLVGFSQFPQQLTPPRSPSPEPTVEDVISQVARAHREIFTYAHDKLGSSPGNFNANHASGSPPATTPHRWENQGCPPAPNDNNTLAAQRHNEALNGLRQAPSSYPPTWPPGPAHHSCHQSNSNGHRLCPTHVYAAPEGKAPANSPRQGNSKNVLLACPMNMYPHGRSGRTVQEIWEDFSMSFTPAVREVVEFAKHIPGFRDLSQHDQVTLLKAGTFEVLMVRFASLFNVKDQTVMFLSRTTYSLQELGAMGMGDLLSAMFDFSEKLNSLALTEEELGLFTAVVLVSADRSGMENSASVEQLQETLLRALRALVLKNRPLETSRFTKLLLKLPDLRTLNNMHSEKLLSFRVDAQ
DAX1 inh-2 = inhibits human nuclear receptor DAX1; AID 504766; P51843; HEK293 Gal4-DAX1 luciferase reporter, luminescence; inhibition, % at 6.75 µM; 340,000 compounds, 0.99% hits;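 active = inhibition above the mean over all tested compounds plus 3 SD, cut at about 4.2% in these data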;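 also: 0% = DAX1-transfected cells with DMSO and 100% = empty-vector control cells with DMSO; inhibition shows as a rise in luminescence from relieved DAX1 repression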
Target sequence (P51843 207-470 limits assumed): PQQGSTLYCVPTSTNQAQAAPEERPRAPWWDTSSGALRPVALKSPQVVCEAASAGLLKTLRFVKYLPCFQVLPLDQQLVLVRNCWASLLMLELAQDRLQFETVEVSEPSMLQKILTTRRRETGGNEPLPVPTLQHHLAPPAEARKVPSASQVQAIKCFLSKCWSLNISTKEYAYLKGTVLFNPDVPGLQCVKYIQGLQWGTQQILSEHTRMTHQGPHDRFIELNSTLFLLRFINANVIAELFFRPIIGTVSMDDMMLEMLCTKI
The depositor's hits bear a star; i = inactive; . = not tested or not shown.

SMILES	ssDAF-12 act	hgDAF-12 ag	sPLA2-III inh	SMARCA2 act	FXN GAA850 act	hcDAF12 agonist	PLCb3 inh	PG9 Ab binder	DAX1 inh-1	Rev-erbA mod	DAX1 inh-2
COc1ccc(-n2nc(C(=O)NCC(=O)N3CCC4(CC3)OCCO4)c3ccccc3c2=O)cc1OC	0.3	5.3	8	0	1.0	-0.8	-29	-1.4	0.6	5	2.5
CN1CCN(c2ccc(C=O)cc2)CC1	-0.9	-1.9	4	2	0.2	-0.9	4	0.5	-0.1	-2	-0.2
CCOC(=O)CC1c2ccccc2-n2nncc2CN1CC1CCCCC1 (configuration not stated)	-0.5	1.2	4	-1	7.2	-0.3	4	-1.7	-0.8	3	0.3
O=P(Oc1ccccc1)(Oc1ccccc1)c1ccccc1	-1.1	0.2	6	-3	-1.5	-1.3	-11	-2.0	-0.1	1	-0.7
COc1ccc(C=C2C(=O)N(C)C(=O)N(C)C2=O)cc1COc1ccc(NC(C)=O)cc1	-1.3	-2.2	13	-5	0.2	0.9	-6	0.7	-0.2	-5	3.3
N[C@@H](Cn1oc(=O)[nH]c1=O)C(=O)O	-2.0	-0.7	0	-1	1.1	-0.1	1	-1.8	0.9	-5	-0.8
CS(=O)(=O)c1ccc(C2=C(CNC(=O)c3cccnc3)[C@H]3CC[C@@H](C2)N3Cc2ccco2)cc1	-0.6	-1.0	-3	-2	0.6	-0.6	-2	0.6	0.5	-6	2.4
c1cc2c(cc1N1CCOCC1)CNCc1cnnn1-2	-1.2	0.1	12	-3	.	-0.7	-4	-0.6	0.8	-7	.
CCOC(=O)C1(CCOc2ccccc2)CCN(C2Cc3ccccc3C2)CC1	-0.7	-0.6	3	-6	0.7	2.1	1	-3.3	0.2	-4	2.4
CCCSc1nc(O)c(CC)c(=O)n1C(C)CC (configuration not stated)	-0.5	0.1	11	-2	0.4	-0.6	2	0.1	0.1	-1	-0.5
CN1CCN(c2ncnc3ccc(Br)cc23)CC1	-1.7	3.4	6	-3	-6.3	-2.6	-4	-0.3	-1.0	-1	1.3
CC(C)=CCOc1c2occc2cc2ccc(=O)oc12	-1.4	1.2	-2	0	1.6	-1.6	-47	1.3	0.0	-2	0.4
COc1ccc(-n2nnnc2C(c2cccs2)N2CCC3(CC2)C(=O)NCN3c2ccccc2)cc1 (configuration not stated)	-1.6	-2.3	-14	-1	.	-1.8	-1	-2.7	-1.6	5	.
CN1C(=O)C(Cc2ccccc2)C(=O)N(C)C1=O	-0.9	-0.2	-1	0	-1.3	0.2	-1	-1.0	-0.7	-4	-0.7
CCCCCN1C(=O)c2cc(OC)ccc2[C@@]2(C(=O)OCC)Cc3cc(OC)ccc3[C@@H]12	-1.4	3.1	4	-5	.	-1.5	1	0.6	-0.1	6	.
CCOC(=O)c1nc2ccccc2c(=O)n1-c1ccc(C)cc1C	-1.5	0.9	-1	0	0.0	-1.8	0	-2.1	-2.0	-8	-2.1
N#Cc1ncc(N=Cc2ccc(N(CCCl)CCCl)cc2)s1	-1.6	-4.7	4	-3	-4.0	0.2	-13	-1.7	-3.2	-8	-1.4
CCOc1ccc(-n2c(O)c(N=Nc3c(C)n(C)n(-c4ccccc4)c3=O)c(=O)[nH]c2=O)cc1	-0.9	2.9	-2	1	0.8	0.0	-5	-2.1	0.1	2	.
CCC(C)(O)C(=O)OC1C(=O)OC2CC3C(C)=CC(O)C(O)C3(C)C3C4(O)OCC23C1C(C)C4O (configuration not stated)	-2.6	-16	2	-1	-9.3	-6.3	6	0.2	-6.7	6	.
CCCCCn1c(=O)c(C(=O)Nc2c(C)n(C)n(-c3ccccc3)c2=O)c(O)c2ccccc21	-0.9	-1.6	3	-1	2.0	-0.1	1	-1.9	0.8	8	0.5
OCC[N+]12CCC(CC1)C(C(O)(c1ccccc1)c1ccccc1)C2 (configuration not stated)	-1.0	0.2	0	-2	0.3	-1.1	-7	-1.5	-0.1	4	2.1
O=C(O)c1ccc(-[n+]2c(-c3ccccc3)cc(-c3ccccc3)cc2-c2ccccc2)cc1	-1.8	4.8	-1	2	0.4	-0.5	-13	-2.5	-0.1	-4	-0.3
CN1CCC(N(C)c2ccc(C(N)=O)cc2[N+](=O)[O-])CC1	-1.6	-0.9	2	-1	0.8	3.9	-4	-0.1	-0.3	1	1.1
CN(C)c1ccc(/C=C2\C(=O)NC(=O)N(CCc3ccc(F)cc3)C2=O)cc1	-1.9	-0.5	-4	-1	-1.3	-1.4	-14	0.7	-0.3	-2	5.5*
CCOc1ccc2[nH]c(=O)c(CN(CCO)C3(c4nnnn4C4CCCCC4)CCCCC3)cc2c1	-1.4	0.0	-6	-1	3.5	-0.3	-3	-1.5	0.0	1	-0.7

Pulled by compound from the entries so far:
SMILES	ssDAF-12 act	hgDAF-12 ag	sPLA2-III inh	SMARCA2 act	FXN GAA850 act	hcDAF12 agonist	PLCb3 inh	PG9 Ab binder	DAX1 inh-1	Rev-erbA mod	DAX1 inh-2
CN1CCN(c2ncnc3ccc(Br)cc23)CC1	-1.7	3.4	6	-3	-6.3	-2.6	-4	-0.3	-1.0	-1	1.3
c1cc2c(cc1N1CCOCC1)CNCc1cnnn1-2	-1.2	0.1	12	-3	.	-0.7	-4	-0.6	0.8	-7	.
CCOc1ccc2[nH]c(=O)c(CN(CCO)C3(c4nnnn4C4CCCCC4)CCCCC3)cc2c1	-1.4	0.0	-6	-1	3.5	-0.3	-3	-1.5	0.0	1	-0.7
CCC(C)(O)C(=O)OC1C(=O)OC2CC3C(C)=CC(O)C(O)C3(C)C3C4(O)OCC23C1C(C)C4O (configuration not stated)	-2.6	-16	2	-1	-9.3	-6.3	6	0.2	-6.7	6	.
O=P(Oc1ccccc1)(Oc1ccccc1)c1ccccc1	-1.1	0.2	6	-3	-1.5	-1.3	-11	-2.0	-0.1	1	-0.7

(cont.)
SMILES	ssDAF-12 act	hgDAF-12 ag	sPLA2-III inh	SMARCA2 act	FXN GAA850 act	hcDAF12 agonist	PLCb3 inh	PG9 Ab binder	DAX1 inh-1	Rev-erbA mod	DAX1 inh-2
O=C(Nc1ccc2ccccc2c1)N1C[C@H]2C[C@@H](C1)c1cccc(=O)n1C2	-1.0	-3.5	8	-4	1.8	1.7	-34	-1.8	-0.1	1	-1.6
CCOC(=O)C1(c2ccccc2)CCN(CCC(=O)Nc2ccc(C(=O)OC)cc2)CC1	-1.3	4.4	-11	3	0.5	-1.6	-8	3.2	-2.5	8	-0.1
CC(=O)N1CN2CN(C(C)=O)CC(C(=O)c3ccc([N+](=O)[O-])cc3)(C2)C1	0.1	0.3	6	3	2.2	-0.1	2	-0.6	0.1	1	-1.0
COc1ccc(CCn2c(O)c(C=Nc3ccccc3F)c(=O)[nH]c2=O)cc1OC	-1.5	-1.6	-8	-1	1.1	-1.1	-4	-3.2	0.0	-22	0.4
N#CC1(c2ccccc2)CCN(C2CC(=O)N(c3ccc4c(c3)OCO4)C2=O)CC1 (configuration not stated)	-0.8	-0.1	2	3	1.4	-1.5	4	-1.3	0.6	0	0.5
N=C1c2ccccc2CN1NC(=O)c1ccc(Br)o1	-0.6	0.3	5	0	3.5	0.1	-5	-0.6	-0.3	1	0.3
O=C1/C(=C\c2ccc(Cl)cc2Cl)N2CCC1CC2	-1.0	0.3	-2	6	-0.4	-0.2	-4	-3.0	0.2	0	.
Cc1ccc(C(=O)Nc2ccc(Cl)cc2C(=O)c2ccccc2)cc1	-1.1	-2.1	1	-2	0.8	-0.8	1	0.7	-0.6	-2	-0.3
COc1ccc(Cl)cc1NC1=NCC(C)S1 (configuration not stated)	-1.5	-0.6	-1	5	0.3	-1.2	1	0.5	-0.1	-3	0.2
CNP(=S)(NC)OCCOc1ccc(OC)cc1	-0.9	-0.6	8	1	0.2	-0.6	-2	-0.2	0.0	-6	0.0
O=P1(Nc2cccnc2)COc2ccccc2OC1	-0.4	1.2	10	0	0.4	-1.8	-1	-0.8	0.4	0	-1.0
O=C(NCc1cccnc1)C(Cl)(Cl)Cl	-1.1	-0.8	0	-4	0.6	-1.2	2	-0.4	-0.3	1	-0.3
O=C(c1ccco1)N1Cc2ccccc2-n2nncc2C1	-1.1	-1.1	17	-6	2.8	-1.2	-2	0.3	0.6	-3	0.6
COc1ccc(CN2CCCC(C(=O)c3ccc(Cl)cc3)C2)c(OC)c1 (configuration not stated)	-1.9	-0.3	-13	-1	-2.8	-0.7	-4	-0.8	-0.3	-3	-0.2
Cc1ccc(C(=O)N2CC2C)cc1 (configuration not stated)	-1.3	1.3	4	-2	-0.5	-0.1	-9	0.6	0.9	4	-0.6
O=c1c2ccccc2nc(N2CCCC2)n1-c1ccccc1	-1.9	-2.4	5	-2	-0.3	-0.1	-156	1.0	-0.3	-6	-0.4
CS(=O)(=O)c1ccc(C2=C(CNC(=O)c3ccc([N+](=O)[O-])cc3)[C@H]3CC[C@@H](C2)N3Cc2ccccc2)cc1	-0.9	1.9	-2	-4	-1.0	-0.4	-2	-0.4	-1.1	1	-0.9
COc1cc(C(=O)OC2C[C@H]3CC[C@@H](C2)N3)ccc1O (some centres not stated)	-0.9	-1.2	0	-1	1.4	-1.0	-4	-3.3	-0.5	-2	0.8
COc1ccc(CC2C(=O)N(C)C(=O)N(C)C2=O)c(OC)c1	-0.1	-1.3	-2	-3	-0.7	-1.9	-2	2.3	-0.4	-1	-0.8
CC(C)OC(=O)c1c(N)n(CC2CCCO2)c2nc3ccccc3nc12 (configuration not stated)	-1.8	2.2	-6	1	0.0	-1.7	i	-0.1	-1.4	2	-1.2
O=C(c1cc2ccccc2oc1=O)N1CCC2(CC1)OCCO2	-2.3	0.0	4	-3	-1.2	-0.7	-6	2.0	-0.3	1	-0.8
CCC(C#N)(CC)P(=S)(c1ccccc1)c1ccccc1	-1.6	0.0	-3	0	2.2	-2.3	-2	0.8	-0.2	1	0.5
CC(C)OCCCNC(=O)c1c(N)n(Cc2cccs2)c2nc3ccccc3nc12	-1.6	-1.4	-56	-1	2.2	-2.2	i	0.8	-0.4	6	-0.1
COC(=O)C(O)(c1ccc(N(C)C(=O)COc2ccccc2)cc1)C(F)(F)F (configuration not stated)	-2.2	1.8	1	-2	-0.1	-0.3	4	0.1	0.0	-5	-0.2
C=CCn1c(O)c(C=NCCN2CCNCC2)c(=O)[nH]c1=O	-0.9	0.4	5	-1	-2.6	-1.5	0	-0.4	0.9	.	0.9
CNC(=O)c1cccn(Cc2ccc(C(F)(F)F)cc2)c1=O	2.4*	-3.6	5	-3	-0.3	0.1	-4	0.1	-0.7	6	1.0
CCOc1ccc(NC(=O)c2c(O)[nH]c(=O)[nH]c2=O)cc1	-1.1	-0.3	-6	-1	-1.1	0.5	4	1.1	-0.4	-7	0.9
O=C(c1cc(-c2ccccc2)nc2ccccc12)N1CCC2(CC1)OCCO2	-2.4	-0.3	-2	-3	-2.2	0.4	-4	2.2	-0.9	-3	-0.8
CCOP(=O)(CN(CC)CCNP(=O)(OCC)OCC)OCC	-1.1	1.1	6	-2	0.7	-0.4	5	2.5	0.3	3	0.5
NC(=O)c1cc(N2CC2)c([N+](=O)[O-])cc1[N+](=O)[O-]	-1.1	-1.2	6	-4	1.2	0.5	-4	-0.5	-0.2	-7	0.4

Some of the compounds tested. The share of hits here may be higher or lower than overall.
